Compound activity: PubChem BioAssay, several laboratories
EBV gp42 inh: blocks Epstein-Barr virus glycoprotein 42 binding | inhibition, % (tested at 21.74 µM) | Fluorescence polarization binding assay, mP read-out | 220,000 tested, 0.42% active; in the data active = inhibition above about 50%
Target sequence (Q1HVG2 whole entry, looked up): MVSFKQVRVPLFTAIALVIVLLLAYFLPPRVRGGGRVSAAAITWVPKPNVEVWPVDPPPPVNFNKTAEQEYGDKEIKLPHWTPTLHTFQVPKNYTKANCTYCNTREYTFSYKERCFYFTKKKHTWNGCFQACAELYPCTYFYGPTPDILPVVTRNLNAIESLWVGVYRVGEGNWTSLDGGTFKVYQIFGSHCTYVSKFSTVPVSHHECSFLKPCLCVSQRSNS
TNF death inh: TNF-alpha cell death inhibition in Jurkat FADD-/- cells; Jurkat FADD-/- TNF necroptosis rescue, ATP luminescence, 24 h; 0 = TNF only, 100 = no-TNF cells; activation (protection from cell death), % at 10 µM; 220,000 tested, 0.068% active; AID 463075;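 active = activation, meaning protection from cell death, of at least 50% relative to plate controls; inactive = activation below 50%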;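 note: necroptosis triggered by 40 ng/mL TNF-alpha added together with compound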
NCF1 inh: inhibitors of human p47phox binding | AID 1274 | inhibition, % at 24.7 µM | P14598 | 220,000 tested, 0.53% active | p47phox/p22phox peptide binding, fluorescence polarization, 2 h;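 active = inhibition above about 30%, limit read from the data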;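 note: 0% = p47phox with labelled peptide and 100% = labelled peptide alone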
PPC-1+TRAIL kill: compounds killing PPC-1 cancer cells with TRAIL present (potentiator screen, no TRAIL-free arm) | PPC-1 cells + TRAIL, ATPLite viability luminescence | cell killing (% activity), % at 4 µM | 220,000 tested, 0.41% active | AID 1443;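 active = cell killing above 50% in the first pass at 4 µM, then a duplicate retest at 5 µM averaging 50% or more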;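 note: plate controls were cells with TRAIL plus DMSO for no effect and medium-only wells lacking cells for full effect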
CHOP inhibitor: CHOP inhibition in unfolded protein response. inhibition, % at 10 µM. AID 2732. CHO-K1 CHOP-promoter luciferase, tunicamycin-induced, 15-18 h. 220,000 tested, 3.8% active;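 active = compounds that reduced the stress-induced luciferase reporter signal by more than about 70% of percent inhibition, limit read from the data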;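 note: 0% = tunicamycin plus vehicle and 100% = wells without tunicamycin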
TRPML3 agonist: human mucolipin-3 channel agonism | 220,000 tested, 0.29% active | HEK293 TRPML3-YFP, Fluo-8 calcium fluorescence; 100% = the carbachol control signal | activation, % at 3 µM | AID 1448;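 active = activation above its plate's cutoff, the mean activation of the plate's test wells plus 3 SD, cut at about 12% in these data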;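 note: 0% = DMSO only wells and 100% = carbachol wells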
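Material: HEK293 cells stably carrying human TRPML3-YFP; compound dosing: single dose, 3 µM final nominal compound, 0.3% DMSO final; incubation: 1-h 37 °C dye load, 5-s basal, 120-s post-compound reads; technique: Fluo-8 intracellular calcium fluorescence, excitation 470-495 nm, emission 515-575 nm; read-out basis: percent activation from peak-to-basal fluorescence ratio, scaled between DMSO and carbachol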
Runt-SMMHC FRET: Runt domain-CBFb-SMMHC interaction inhibition. Cerulean-Runt/Venus-CBFb-SMMHC FRET ratio 530/480, 1 h. 220,000 tested, 0.74% active. Q01196+Q13951. AID 1434. inhibition, % at 20 µM;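 active = mean inhibition across duplicate retests at 20 µM reaching about 50%, limit read from the data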;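 note: 0% = DMSO wells and 100% = wells with excess untagged CBFb-SMMHC; inhibitors lower the FRET ratio by blocking Runt binding to CBFb-SMMHC; some results filed as inactive read as strong as hits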
MDM2 E3 inh: blocks human Mdm2 ubiquitin ligase activity; 210,000 tested, 0.11% active; cell-based MDM2 ubiquitination luciferase reporter, 2 h; 0 = plate control, 100 = twice control, blank-subtracted; Q00987; signal enhancement, % at 5 µM;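 active = signal enhancement of 30% or more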;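 note: luminescence tracks abundance of the self-degrading MDM2-luciferase fusion protein; higher signal means inhibition of MDM2 E3 ligase activity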
Target sequence (Q00987 whole entry, looked up, the tested form may be a part): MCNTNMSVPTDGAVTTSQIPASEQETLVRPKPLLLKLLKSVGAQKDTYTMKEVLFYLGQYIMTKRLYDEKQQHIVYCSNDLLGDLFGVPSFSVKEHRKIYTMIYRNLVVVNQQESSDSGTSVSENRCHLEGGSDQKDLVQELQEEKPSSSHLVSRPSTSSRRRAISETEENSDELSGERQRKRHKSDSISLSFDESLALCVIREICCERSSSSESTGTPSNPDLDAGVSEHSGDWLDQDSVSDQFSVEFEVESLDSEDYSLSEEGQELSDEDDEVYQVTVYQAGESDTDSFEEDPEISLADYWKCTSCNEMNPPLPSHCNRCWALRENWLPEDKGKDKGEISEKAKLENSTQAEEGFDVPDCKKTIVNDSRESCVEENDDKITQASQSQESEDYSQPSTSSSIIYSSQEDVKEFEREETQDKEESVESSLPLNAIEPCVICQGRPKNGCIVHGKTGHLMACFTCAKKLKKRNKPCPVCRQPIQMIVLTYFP
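Test system: stable mammalian line carrying autodegrading MDM2–luciferase fusion reporter; quantity: 2000 cells in each well; times: 4 h cell settling then 2 h compound exposure, 37 °C; detection: luminescence with SteadyLite reagent, 15 min at room temperature; evaluation: percent signal gain over controls, blank-subtracted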
TRPN1 ag: agonists of zebrafish TRPN1 channel. activation, % at 3 µM. 220,000 tested, 0.18% active. HEK293 zebrafish TRPN1-YFP, Fluo-8 calcium fluorescence; 100% = response to 87 µM carbachol;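 active = activation above its plate's cutoff, the mean activation of test wells on that plate plus 3 SD, cut at about 19% in these data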;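 note: 0% = DMSO alone and 100% = 87 µM carbachol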
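Assay system: Zebrafish TRPN1-YFP in HEK293 cells | Incubation: Dye loading 1 h at 37 °C, then 30 min room temperature | Measured by: Kinetic Fluo-8 fluorescence, ex 470-495, em 515-575 nm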
* hit, by the source's call; . = no result given.

SMILES	EBV gp42 inh	TNF death inh	NCF1 inh	PPC-1+TRAIL kill	CHOP inhibitor	TRPML3 agonist	Runt-SMMHC FRET	MDM2 E3 inh	TRPN1 ag
O=C(Nc1ccccc1N1CCOCC1)c1csc2c1CCCC2	0	-0.5	-2	10	-8	-1.4	-4	-7	-0.3
C=CCNc1ccc(C(=O)O)cc1	-4	1.3	-10	-9	3	1.3	-4	-6	0.4
COC(=O)c1ccc(CN2CCCC(CCC(=O)NCc3ccc(C)o3)C2)cc1 (configuration not stated)	4	1.3	1	4	-4	0.7	3	3	0.3
O=c1nc2scc(-c3ccccc3)n2c2ccccc12	-17	11	-17	9	32	-0.1	4	-13	-2.2
O=C1c2ccccc2C(Nc2ccc(S(=O)(=O)N3CCCCC3)cc2)N1c1ccccn1 (configuration not stated)	.	0.0	.	.	.	1.0	-2	.	1.3
CN1C(=S)N(c2cccnc2)C(=O)/C1=C\c1ccc(N(C)C)cc1	-36	-3.1	86*	19	-14	6.5	-16	-14	8.9
COc1ccc2c(c1OC)C(=O)OC2Nc1nc(-c2ccccc2)cs1 (configuration not stated)	-22	16	-14	-16	60	0.3	7	-5	0.2
C/C(=N/NC(=O)c1ccoc1C)c1cccc(NC(=O)C(F)(F)F)c1	-5	0.7	-3	35	25	0.7	3	1	-0.8
COc1ccc(CN2C(=S)NC(C)(C)CC2(C)O)cc1 (configuration not stated)	-3	0.8	-10	14	25	0.5	-2	-6	-0.6
CCOC(=O)C1=C(N)OC2=C(C(=O)CC(C)(C)C2)C1c1ccccc1OCC#N (configuration not stated)	-8	0.2	-5	-9	14	0.6	2	0	-0.2
Cc1cc(Cl)ccc1OCC(=O)NCc1ccncc1	1	0.2	-7	3	-3	0.4	-2	-18	-0.2
Cn1c(NNC(=O)c2c(F)cccc2F)cc(=O)n(C)c1=O	-18	1.9	9	12	-6	0.7	6	-4	-0.3
Cc1cc(C)c(C(=O)C2OC(=O)C(C)(C)C(=O)C2(C)C)c(C)c1 (configuration not stated)	14	-0.4	4	1	50	0.6	0	-10	-1.2
CC(NC(=O)c1ccccc1NS(C)(=O)=O)c1ccccc1 (configuration not stated)	-6	-0.2	6	8	28	0.1	0	-17	0.5
CN(C)S(=O)(=O)c1cccc(NC(=O)COC(=O)COc2ccc(Br)cc2)c1	-8	1.3	23	7	-4	2.1	3	.	6.0
COc1ccc(NC(=O)CC2C(=O)N(C)C(=S)N2Cc2cccs2)cc1 (configuration not stated)	-21	1.6	-4	0	-3	1.0	0	7	-1.0
CCCc1nc2c(c(=O)c3ccccc3n2C)c(=O)n1C1CCCCCC1	-5	-6.1	-33	17	95*	0.9	2	-4	-0.7
NS(=O)(=O)c1ccc(NC(=S)Nc2nn(Cc3ccc(Cl)cc3Cl)cc2Cl)cc1	10	3.4	-8	-5	23	-0.3	3	-7	-0.2
O=C(Nc1ccc(F)cc1)N(CCCN1CCOCC1)Cc1cc2cc3c(cc2[nH]c1=O)OCO3	-22	6.2	-4	0	20	0.3	-2	-10	0.5
COc1ccc(NC(=S)Nc2cccc(C)n2)cc1	4	3.5	-6	9	-9	0.1	13	-6	-1.2
CN(C)CCN(C(=O)/C=C/c1cccs1)c1nc2c(F)cc(F)cc2s1	-2	8.2	17	17	106*	0.8	-23	-2	2.6
CC(C)(C)C(=O)Nc1ccc(NC(=O)C(C)(C)C)cc1	-12	3.6	4	19	14	-0.4	-5	-13	-0.1
COC(=O)c1nc2cc3c(cc2c(C)c1C(=O)OC)OCO3	-24	-1.9	-2	12	23	-0.4	2	-13	-0.2
Clc1ccc(C2=NNC(=NCc3ccccc3)SC2)cc1	6	56*	-4	-8	-5	-0.5	-3	-1	-1.7
CC(=O)N(C)C1(c2nnnn2CCOC(=O)Nc2ccc(Cl)cc2)CCCCC1	-18	-0.8	-18	25	12	-0.5	1	.	-1.2

An excerpt from above in order of their number in Runt-SMMHC FRET, lowest first:
Molecule	Runt-SMMHC FRET
CN1C(=S)N(c2cccnc2)C(=O)/C1=C\c1ccc(N(C)C)cc1	-16
CC(C)(C)C(=O)Nc1ccc(NC(=O)C(C)(C)C)cc1	-5
O=C(Nc1ccccc1N1CCOCC1)c1csc2c1CCCC2	-4
Cc1cc(Cl)ccc1OCC(=O)NCc1ccncc1	-2
CCCc1nc2c(c(=O)c3ccccc3n2C)c(=O)n1C1CCCCCC1	2
C/C(=N/NC(=O)c1ccoc1C)c1cccc(NC(=O)C(F)(F)F)c1	3
COc1ccc2c(c1OC)C(=O)OC2Nc1nc(-c2ccccc2)cs1 (configuration not stated)	7

Back to the main list; the two compounds before the break are reprinted first.
SMILES	EBV gp42 inh	TNF death inh	NCF1 inh	PPC-1+TRAIL kill	CHOP inhibitor	TRPML3 agonist	Runt-SMMHC FRET	MDM2 E3 inh	TRPN1 ag
Clc1ccc(C2=NNC(=NCc3ccccc3)SC2)cc1	6	56*	-4	-8	-5	-0.5	-3	-1	-1.7
CC(=O)N(C)C1(c2nnnn2CCOC(=O)Nc2ccc(Cl)cc2)CCCCC1	-18	-0.8	-18	25	12	-0.5	1	.	-1.2
CC1CCCCN1C(=O)CN1CCC(c2nc3ccc(Cl)cc3[nH]2)CC1 (configuration not stated)	5	0.1	-6	-2	3	1.2	2	-13	-0.5
CCSc1nnc(NC(=O)NC(C)(C(F)(F)F)C(F)(F)F)s1	1	0.7	-2	11	9	0.4	0	-8	3.3
CSc1ccccc1NC(=O)CN(C)Cc1ccc(Br)cc1	5	1.9	7	21	80*	-0.2	0	-16	-1.4
CCN(CCCNC(=O)C1CCN(S(=O)(=O)CC)CC1)c1ccccc1	0	1.4	-1	17	35	0.9	5	-16	0.2
Cc1cc(C)cc(NC(=O)CSc2ccccc2)c1	-19	-0.3	-8	17	-6	-1.9	-1	-12	-2.2
CC(=O)c1ccccc1C(=O)NCc1cccnc1	1	0.6	-2	13	41	0.4	-17	4	-1.8
CC1(C)Cc2c(c(-c3ccco3)[nH]c(=O)c2C#N)CO1	-15	-0.7	-9	-6	12	-0.1	4	-13	1.1
CCn1c(=O)cc(OCC(=O)NCc2ccco2)c2ccccc21	1	-2.3	-3	-2	15	-0.3	2	-5	-0.6
N#C/C(=C\c1cccnc1)C(=O)Nc1cccc2ccccc12	-15	2.3	-4	12	-31	0.3	-1	-3	-1.0
CCOC(=O)c1[nH]c2ccc(F)cc2c1NC(=O)CCN1CCOCC1	-14	0.5	-5	26	-6	0.1	1	1	-0.2
Cc1cc(C)cc(NC(=O)NCC(O)COc2ccc([N+](=O)[O-])cc2)c1 (configuration not stated)	-1	0.0	-10	27	19	-0.2	-3	-13	-0.8
CC(=O)c1ccc(Nc2cc(C)nc3c(C)cc(C)cc23)cc1	2	-6.7	1	-18	-16	-0.7	0	-31	-0.3
CCN1CCN(CCCNc2ncnc3nc[nH]c23)CC1	-7	0.5	-17	-6	59	0.3	1	-7	0.3
CCOc1ccc(C(C)NC(=S)NC2CCCCC2)cc1 (configuration not stated)	8	1.1	-7	-17	-5	1.4	1	-1	4.7
CC(/C=N/NC(=O)c1cc(-c2ccc(Cl)cc2)nc2ccccc12)=C\c1ccco1	-19	-17	-61	21	-32	0.0	-6	-1	-0.4
O=C(c1c[nH]c2ccc(F)cc2c1=O)N1CCCCCC1	-19	0.3	-7	16	.	0.1	3	13	1.8
COc1cc2[nH]c(=O)n(Cc3ccc(C(=O)NCCCN4CCC(C)CC4)cc3)c(=O)c2cc1OC	-7	-0.2	-4	-8	-8	0.8	-4	-4	0.8
COc1ccc(NC(=O)NC23CC4(C)CC(C)(CC(C)(C4)C2)C3)cc1	-19	4.1	-7	5	70*	-0.2	0	-10	1.9
COc1ccc2c(c1O)-c1ccccc1CCN(C)C2	-9	0.1	1	14	3	0.5	2	-6	0.9
CC(C)(C)c1ccc(N2C(=N)SCC2=O)cc1	2	-1.2	-1	3	-2	0.8	0	-2	1.3
CCc1nnc(NC(=O)CSc2nnc(C3CCCCC3)n2-c2ccccc2)s1	-16	-9.6	-5	-8	-8	-0.5	0	-14	-1.1
CCOC(=O)c1c(N2C(=O)C3CC(C)=C(C)CC3C2=O)sc(C)c1C (configuration not stated)	-10	-0.3	-2	-21	10	0.2	2	-9	-0.6
CCn1c(-c2cccnc2Cl)nc2cc(C)c(C)cc21	-7	-1.1	2	6	37	-0.8	2	5	-2.0
CS(=O)(=O)N1CCN(c2ccc([N+](=O)[O-])c3cccnc23)CC1	-3	-0.4	-14	9	14	0.7	0	-6	-0.2
Cc1c(Cl)cccc1NC(=S)/C(=C(\[O-])c1ccc(Cl)s1)[n+]1ccccc1	-2	0.6	-18	26	4	0.6	-2	-12	-0.5
SMILES	EBV gp42 inh	TNF death inh	NCF1 inh	PPC-1+TRAIL kill	CHOP inhibitor	TRPML3 agonist	Runt-SMMHC FRET	MDM2 E3 inh	TRPN1 ag
O=C(Nc1ccc(N2CCOCC2)cc1)c1cc2ccccc2o1	4	1.5	-18	39	18	0.8	-1	-5	0.8
O=C(N/N=C/c1sc(N2CCOCC2)nc1-c1ccccc1)c1ccccc1F	-2	-2.4	-11	-2	13	0.1	10	3	1.4
Cc1c(N/C(=N/S(=O)(=O)c2ccccc2)c2ccc(Cl)cc2)c(=O)n(-c2ccccc2)n1C	-8	1.3	-6	25	14	-0.1	1	-12	-0.5
Cc1ccc(N2C(=O)C3ON(c4ccccc4)C(CC(C)C)C3C2=O)cc1 (configuration not stated)	-8	-0.8	-5	-8	12	1.1	1	5	-2.0
CCOC(=O)C1CCN(C(=O)COc2ccc(S(=O)(=O)NC(C)(C)C)cc2)CC1	-25	-1.6	6	-7	-16	1.0	-4	9	-0.9
O=c1cc(N2CCCC2)c(-c2ccccc2)n[nH]1	-9	1.1	1	6	-11	0.9	1	-19	0.1
O=C(CSc1nnnn1C1CCCC1)Nc1ccc2c(c1)OCO2	-11	-9.5	-5	-1	5	0.0	0	-12	1.1
COC(=O)c1ccc(CSC(=N)N)o1	1	-1.5	3	22	31	1.2	-3	-3	2.9
COc1ccc(OCC#CCn2ccnc2)cc1	0	0.2	2	2	2	0.0	2	-9	1.0

An excerpt from above with just TRPML3 agonist.
Structure	TRPML3 agonist
O=C(Nc1ccc(N2CCOCC2)cc1)c1cc2ccccc2o1	0.8
O=C(N/N=C/c1sc(N2CCOCC2)nc1-c1ccccc1)c1ccccc1F	0.1
Cc1c(N/C(=N/S(=O)(=O)c2ccccc2)c2ccc(Cl)cc2)c(=O)n(-c2ccccc2)n1C	-0.1
